From PubChem BioAssay
BioA inh: M. tuberculosis BioA enzyme inhibitors, primary screen, biochemical, plate reader, single point, HTS; inhibition, % at 9.99 µM; AID 602481, 2012; purified M. tuberculosis BioA enzyme; 7,8-diaminopelargonic acid synthase BioA (Mycobacterium tuberculosis); 0.096% of 360,000 active; in the data active = inhibition above about 40%
The depositor's hits bear a star. Some of the compounds tested, so the mix of outcomes need not match the whole.

SMILES | BioA inh
C[C@@H](O)C#Cc1ccc2c(c1)O[C@@H](CN(C)C(=O)C1CCC1)[C@@H](C)CN([C@@H](C)CO)S2(=O)=O | 1.4
Cc1noc(C)c1NC(=O)N1C[C@@H](O)COC[C@@H]2O[C@H](CC(=O)NCC3CC3)CC[C@H]21 | 0.6
Cc1ccc(S(=O)(=O)N2C[C@@H](O)COC[C@H]3O[C@H](CC(=O)N[C@H]4CCN(Cc5ccccc5)C4)CC[C@@H]32)cc1 | 1.0
C[C@@H]1CCCCO[C@H](CN(C)C(=O)NC2CCCCC2)[C@H](C)CN([C@@H](C)CO)C(=O)c2cc(NC(=O)Nc3ccc(F)cc3)ccc2O1 | -2.2
COc1ccc(NC(=O)Nc2ccc3c(c2)C(=O)N([C@H](C)CO)C[C@@H](C)[C@H](CN(C)S(=O)(=O)c2ccc(C)cc2)OCCCC[C@H](C)O3)cc1 | -4.4
COc1ccccc1CNC(=O)C[C@H]1C[C@@H]2c3cc(NC(=O)c4ccc5c(c4)OCO5)ccc3O[C@@H]2[C@@H](CO)O1 | 1.7
CC(C)C(=O)Nc1ccc2c(c1)C(=O)N(C)[C@@H]1CC[C@@H](CC(=O)N[C@H](C)c3ccccc3)O[C@H]1CO2 | -2.0
O=C(C[C@@H]1C=C[C@H](NC(=O)C2CCOCC2)[C@@H](CO)O1)Nc1ccc(-c2ccccc2)cc1 | 2.0
C[C@@H]1CN([C@@H](C)CO)C(=O)CCCn2cc(nn2)CO[C@@H]1CN(C)Cc1ccccc1 | -1.1
CO[C@H]1CN(C)C(=O)c2ccc(NC(=O)NC(C)C)cc2OC[C@H](C)N(CC2CC2)C[C@@H]1C | -3.8
C[C@@H]1CCCCO[C@@H](CN(C)Cc2ccc(Cl)c(Cl)c2)[C@H](C)CN([C@H](C)CO)C(=O)c2cc(NS(=O)(=O)c3ccc(F)cc3)ccc2O1 | -2.3
CCCNC(=O)N1[C@H](C#N)[C@@H](c2ccc(C3=CCCCC3)cc2)[C@@H]1CO | 0.9
C[C@@H]1CN([C@@H](C)CO)S(=O)(=O)c2ccc(C#Cc3ccccc3)cc2O[C@@H]1CN(C)C(=O)Nc1ccc2c(c1)OCO2 | -2.7
COCCOC(=O)N1C(=O)[C@@]2(c3cc(C#CCC(C(=O)OC)C(=O)OC)ccc31)[C@H](C(N)=O)[C@H]1C(=O)O[C@H](c3ccccc3)[C@H](c3ccccc3)N1[C@@H]2c1ccc(OCCO)cc1 | -2.6
O=C(NCC[C@H]1CC[C@@H](NS(=O)(=O)c2ccc(Oc3ccccc3)cc2)[C@@H](CO)O1)C1CC1 | 0.5
O=C(N[C@H]1C=C[C@H](CC(=O)N2CCc3ccccc3C2)O[C@@H]1CO)C1CCC1 | -0.6
CC(=O)N(C)C[C@@H]1Oc2cc(Br)ccc2S(=O)(=O)N([C@H](C)CO)C[C@H]1C | -0.3
C[C@@H]1CN([C@@H](C)CO)C(=O)Cc2cc(NC(=O)Nc3ccc(C(F)(F)F)cc3)ccc2O[C@H]1CN(C)C(=O)Nc1ccccc1 | 0.2
CC(C)NC(=O)N(C)C[C@@H]1Oc2ccc(NC(=O)CCCN(C)C)cc2C(=O)N([C@@H](C)CO)C[C@H]1C | -1.9
Cc1noc(C)c1S(=O)(=O)N(C)C[C@@H]1OCCCC[C@@H](C)Oc2ccc(NC(=O)CCC(F)(F)F)cc2C(=O)N([C@H](C)CO)C[C@@H]1C | 2.6
CC(C)NC(=O)Nc1ccc2c(c1)CC(=O)N([C@@H](C)CO)C[C@H](C)[C@@H](CN(C)S(C)(=O)=O)O2 | -2.1
O=S(=O)(N[C@@H]1CCCN(Cc2ccc(OCCO)cc2)C1)c1ccc2ccccc2c1 | 4.2
C[C@@H]1CN([C@H](C)CO)C(=O)c2cc(C3=CCCCC3)cnc2O[C@@H]1CN(C)Cc1cccc(F)c1 | 0.4
O=C(C[C@@H]1C[C@H]2c3cc(NS(=O)(=O)c4ccc(F)cc4)ccc3O[C@H]2[C@@H](CO)O1)NC1CCCCC1 | -0.8
C[C@H]1CCCCO[C@@H](CN(C)C(=O)Nc2ccccc2)[C@@H](C)CN([C@@H](C)CO)C(=O)c2cc(NC(=O)c3ccncc3)ccc2O1 | 0.1
CCCC#Cc1ccc2c(c1)O[C@@H](CN(C)C(=O)c1ccccc1)[C@H](C)CN([C@H](C)CO)S2(=O)=O | -0.7
COc1cccc(-c2ccc([C@H]3[C@@H](CO)N4CCCCN(S(=O)(=O)c5cn(C)cn5)C[C@@H]34)cc2)c1 | -3.1
COc1ccc(S(=O)(=O)Nc2ccc3c(c2)C(=O)N([C@H](C)CO)C[C@H](C)[C@H](CN(C)C(=O)NC(C)C)OCCCC[C@@H](C)O3)cc1 | -3.0
C[C@@H]1CN([C@@H](C)CO)C(=O)Cc2cc(NC(=O)CCCCCC(=O)Nc3ccccc3N)ccc2O[C@H]1CN(C)S(=O)(=O)c1ccccc1 | 0.0
COc1cccc(C(=O)Nc2ccc3c(c2)C(=O)N(C)[C@@H]2CC[C@@H](CC(=O)N[C@@H](C)c4ccccc4)O[C@@H]2CO3)c1 | 0.7
C[C@H]1CN([C@@H](C)CO)C(=O)Cc2cc(NC(=O)Nc3ccc(C(F)(F)F)cc3)ccc2O[C@@H]1CN(C)Cc1ccc(C(F)(F)F)cc1 | -4.1
C[C@H]1CCCCO[C@@H](CN(C)S(=O)(=O)c2ccc(F)cc2)[C@@H](C)CN([C@@H](C)CO)C(=O)c2cc(NC(=O)Nc3ccc(F)cc3)ccc2O1 | -1.4
COCCNC(=O)C[C@@H]1CC[C@@H]2[C@H](COC[C@@H](O)CN2C(=O)Nc2ccccc2OC)O1 | -0.1
Cc1cc(C(=O)Nc2cccc3c2O[C@H](CN(C)CC2CC2)[C@H](C)CN([C@@H](C)CO)C3=O)n(C)n1 | -4.1
COc1ccc(NC(=O)Nc2cccc3c2O[C@@H](CN(C)Cc2ccc4c(c2)OCO4)[C@@H](C)CN([C@@H](C)CO)C3=O)cc1 | -0.6
COc1ccc(S(=O)(=O)Nc2ccc3c(c2)CC(=O)N([C@H](C)CO)C[C@@H](C)[C@H](CN(C)Cc2ccccc2)O3)cc1 | 1.2
CO[C@@H]1CN(C)C(=O)c2ccc(NC(=O)c3nc4ccccc4s3)cc2OC[C@@H](C)N(Cc2cncnc2)C[C@H]1C | 1.1
O=C(C[C@H]1CC[C@@H]2[C@H](COC[C@H](O)CN2Cc2ccc(Cl)cc2)O1)NCc1ccccc1Cl | 1.2
COc1ccc(NC(=O)Nc2ccc3c(c2)C(=O)N([C@@H](C)CO)C[C@@H](C)[C@H](CN(C)S(=O)(=O)c2ccc(Cl)cc2)OCCCC[C@@H](C)O3)cc1 | -0.5
C[C@H](CO)N1C[C@H](C)[C@@H](CN(C)CC2CCCCC2)Oc2ccc(NS(=O)(=O)c3ccc(Cl)cc3)cc2CC1=O | -1.0
CC(C)CC#Cc1ccc2c(c1)O[C@H](CN(C)CC1CCOCC1)[C@@H](C)CN([C@@H](C)CO)S2(=O)=O | -0.8
C[C@H]1CN([C@@H](C)CO)S(=O)(=O)c2ccc(-c3cccc(C#N)c3)cc2O[C@H]1CN(C)C(=O)Nc1ccccc1F | -0.3
COc1cccc(NC(=O)N(C)C[C@H]2Oc3ncc(C#Cc4ccncc4)cc3C(=O)N([C@H](C)CO)C[C@H]2C)c1 | -0.4
O=C(Cc1ccccc1)N[C@H]1CC[C@H](CC(=O)N2CCCCC2)O[C@H]1CO | 2.7
C[C@H](CO)N1C[C@H](C)[C@H](CN(C)S(=O)(=O)c2cccs2)Oc2ccc(NS(=O)(=O)c3cn(C)cn3)cc2CC1=O | -4.5
COc1ccc(-c2cnc3c(c2)C(=O)N([C@H](C)CO)C[C@H](C)[C@H](CN(C)S(=O)(=O)c2cccc(OC)c2)O3)cc1 | -0.7
CO[C@@H]1CN(C)C(=O)c2cc(NC(C)=O)ccc2OC[C@@H](C)N(CC2CCCCC2)C[C@@H]1C | 1.1
CCCC#Cc1ccc2c(c1)O[C@H](CN(C)C(=O)Nc1ccc(OC)cc1)[C@@H](C)CN([C@H](C)CO)S2(=O)=O | 7.5
Cc1ccccc1S(=O)(=O)N1CC[C@H]2[C@@H](CO)N(C)c3ccc(Br)cc3[C@H]21 | -2.6
C[C@@H]1CN([C@H](C)CO)S(=O)(=O)c2ccc(/C=C/c3ccccc3)cc2O[C@@H]1CN(C)C(=O)c1cccnc1 | 0.5
CC(=O)N(C)C[C@@H]1Oc2ncc(C#Cc3ccccn3)cc2C(=O)N([C@@H](C)CO)C[C@H]1C | -7.6
CCCC#Cc1ccc2c(c1)O[C@@H](CN(C)C(=O)CC1CC1)[C@@H](C)CN([C@@H](C)CO)S2(=O)=O | 4.0
Cc1noc(C)c1S(=O)(=O)Nc1ccc2c(c1)C(=O)N([C@H](C)CO)C[C@H](C)[C@@H](CN(C)S(=O)(=O)c1ccc(F)cc1)OCCCC[C@H](C)O2 | 3.4
C[C@@H]1CN([C@@H](C)CO)C(=O)c2cc(NC(=O)Nc3ccc(F)cc3)ccc2O[C@H]1CN(C)S(=O)(=O)c1ccc(F)cc1 | 1.7
CCCN(C)C[C@@H]1Oc2cc(C#Cc3ccccc3F)ccc2S(=O)(=O)N([C@@H](C)CO)C[C@H]1C | -2.0
Cc1noc(C)c1NC(=O)N(C)C[C@@H]1OCCCC[C@H](C)Oc2ccc(NC(=O)Nc3cccc4ccccc34)cc2C(=O)N([C@H](C)CO)C[C@@H]1C | 0.1
C[C@@H](NC(=O)[C@H]1[C@H](CO)[C@H]2Cn3c(cccc3=O)[C@@H]1N2CCC(F)(F)F)c1ccccc1 | -0.6
C[C@H]1CCCCO[C@H](CN(C)S(=O)(=O)c2ccc(F)cc2)[C@@H](C)CN([C@@H](C)CO)C(=O)c2cc(N(C)C)ccc2O1 | -0.3
C[C@@H]1CCCCO[C@H](CN(C)C(=O)c2ccncc2)[C@H](C)CN([C@@H](C)CO)C(=O)c2cc(NC(=O)C3CCCCC3)ccc2O1 | -3.4
CO[C@@H](CN(C)S(=O)(=O)c1ccc(F)cc1)[C@H](C)CN([C@H](C)CO)S(=O)(=O)c1cccc(Cl)c1 | 0.3

A section of the results above, as a working copy:
SMILES | BioA inh
COc1ccc(-c2cnc3c(c2)C(=O)N([C@H](C)CO)C[C@H](C)[C@H](CN(C)S(=O)(=O)c2cccc(OC)c2)O3)cc1 | -0.7
CO[C@@H]1CN(C)C(=O)c2cc(NC(C)=O)ccc2OC[C@@H](C)N(CC2CCCCC2)C[C@@H]1C | 1.1
CCCC#Cc1ccc2c(c1)O[C@H](CN(C)C(=O)Nc1ccc(OC)cc1)[C@@H](C)CN([C@H](C)CO)S2(=O)=O | 7.5
Cc1ccccc1S(=O)(=O)N1CC[C@H]2[C@@H](CO)N(C)c3ccc(Br)cc3[C@H]21 | -2.6
C[C@@H]1CN([C@H](C)CO)S(=O)(=O)c2ccc(/C=C/c3ccccc3)cc2O[C@@H]1CN(C)C(=O)c1cccnc1 | 0.5
CC(=O)N(C)C[C@@H]1Oc2ncc(C#Cc3ccccn3)cc2C(=O)N([C@@H](C)CO)C[C@H]1C | -7.6
CCCC#Cc1ccc2c(c1)O[C@@H](CN(C)C(=O)CC1CC1)[C@@H](C)CN([C@@H](C)CO)S2(=O)=O | 4.0
Cc1noc(C)c1S(=O)(=O)Nc1ccc2c(c1)C(=O)N([C@H](C)CO)C[C@H](C)[C@@H](CN(C)S(=O)(=O)c1ccc(F)cc1)OCCCC[C@H](C)O2 | 3.4
C[C@@H]1CN([C@@H](C)CO)C(=O)c2cc(NC(=O)Nc3ccc(F)cc3)ccc2O[C@H]1CN(C)S(=O)(=O)c1ccc(F)cc1 | 1.7
CCCN(C)C[C@@H]1Oc2cc(C#Cc3ccccc3F)ccc2S(=O)(=O)N([C@@H](C)CO)C[C@H]1C | -2.0
Cc1noc(C)c1NC(=O)N(C)C[C@@H]1OCCCC[C@H](C)Oc2ccc(NC(=O)Nc3cccc4ccccc34)cc2C(=O)N([C@H](C)CO)C[C@@H]1C | 0.1

(cont.)
SMILES | BioA inh
C[C@@H]1CN([C@H](C)CO)C(=O)c2cc(NC(=O)Nc3ccccc3)ccc2O[C@@H](C)CCCCO[C@@H]1CN(C)S(=O)(=O)c1ccccc1 | -1.4
O=C(C[C@@H]1C=C[C@H](NC(=O)c2ccc3c(c2)OCO3)[C@H](CO)O1)NCc1ccc(Oc2ccccc2)cc1 | 0.0
C[C@H]1CN([C@@H](C)CO)S(=O)(=O)c2ccc(-c3ccccc3)cc2O[C@H]1CN(C)Cc1cccnc1 | 2.2
O=C(C[C@@H]1CC[C@@H](NC(=O)c2ccccn2)[C@H](CO)O1)NCc1cc(F)cc(F)c1 | 0.2
C[C@@H]1CCCCO[C@@H](CN(C)S(=O)(=O)c2ccccc2)[C@H](C)CN([C@@H](C)CO)C(=O)c2cc(NC(=O)Nc3cccc4ccccc34)ccc2O1 | -4.7
Cc1noc(C)c1S(=O)(=O)Nc1ccc2c(c1)C(=O)N([C@H](C)CO)C[C@@H](C)[C@H](CN(C)S(=O)(=O)c1cn(C)cn1)OCCCC[C@@H](C)O2 | -0.5
COc1ccc(S(=O)(=O)Nc2ccc3c(c2)C(=O)N([C@H](C)CO)C[C@H](C)[C@@H](CN(C)CC2CC2)OCCCC[C@@H](C)O3)cc1 | 0.3
Cc1ccccc1S(=O)(=O)NCC[C@@H]1CC[C@@H](NC(=O)C2CC2)[C@@H](CO)O1 | 1.7
O=S(=O)(Cc1ccccc1)N1CCCCN2[C@@H](CO)[C@H](c3ccc(-c4cncnc4)cc3)[C@@H]2C1 | 3.8
CC(C)NC(=O)N(C)C[C@H]1OCCCC[C@H](C)Oc2ccc(N(C)C)cc2C(=O)N([C@@H](C)CO)C[C@@H]1C | -1.9
C[C@@H]1CN([C@@H](C)CO)C(=O)Cc2cc(NC(=O)Nc3cccc4ccccc34)ccc2O[C@H]1CN(C)Cc1ccncc1 | -2.0
CO[C@@H]1CN(C)C(=O)c2ccc(NC(=O)C3CC3)cc2OC[C@@H](C)N(C(=O)c2ccccc2)C[C@H]1C | 0.3
CNC[C@@H]1Oc2ccc(NC(=O)C3CC3)cc2C(=O)N([C@H](C)CO)C[C@@H]1C | -1.5
O=C(C1CCOCC1)N1C[C@@H]2[C@H](c3ccccc31)[C@@H](CO)N2C(=O)Nc1ccccc1F | 0.7
CO[C@@H]1CN(C)C(=O)c2cc(NC(=O)C3CCC3)ccc2OC[C@@H](C)NC[C@@H]1C | -3.9
